# yeast bub3: NCI yeast anticancer drug screen, S. cerevisiae bub3 mutant strain; % growth inhibition at 50 µM; 78,000 tested, 9.9% active;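 further: 0% = growth of vehicle-only cultures of the same strain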
#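 Readout: yeast growth inhibition, expressed relative to vehicle-only wells. The test organism is a mutant strain from a panel with lesions in DNA repair or checkpoint genes.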
# mlh1 rad18: NCI yeast anticancer drug screen, S. cerevisiae mlh1 rad18 strain. growth inhibition, % at 50 µM. 79,000 tested, 11% active. AID 175;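 further: 0% = growth of vehicle-only cultures of the same strain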
#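 Growth inhibition of the yeast strain was measured after compound exposure and expressed relative to vehicle-treated controls. The strain carries defined defects in DNA damage repair.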
# yeast cln2 rad14: NCI yeast anticancer drug screen, S. cerevisiae cln2 rad14 strain | AID 165 | % growth inhibition at 50 µM | 78,000 tested, 8.3% active;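 further: 0% = growth of vehicle-only cultures of the same strain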
#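 Test compounds were added to cln2 rad14 yeast cultures; inhibition of growth was then determined by comparison with vehicle treatment.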
# yeast sgs1 mgt1: NCI yeast anticancer drug screen, S. cerevisiae sgs1 mgt1 strain. 78,000 tested, 10% active. growth inhibition, % at 50 µM;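 further: 0% = growth of vehicle-only cultures of the same strain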
#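 Growth of a repair-deficient yeast mutant was monitored after compound treatment and expressed as inhibition relative to vehicle-treated cultures.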
# yeast mec2-1: NCI yeast anticancer drug screen, S. cerevisiae mec2-1 strain. AID 157. growth inhibition, % at 50 µM. 79,000 tested, 9% active;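 further: 0% = growth of vehicle-only cultures of the same strain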
#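 Cells of the genetically defined mec2-1 yeast strain are incubated with test compound. Inhibition of growth is calculated against vehicle-treated controls.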
# rad50: NCI yeast anticancer drug screen, S. cerevisiae rad50 strain; 79,000 tested, 10% active; % growth inhibition at 50 µM;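 further: 0% = growth of vehicle-only cultures of the same strain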
#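 Cells are treated with compound, grown, and their growth is then scored against vehicle-only cultures of the same repair-deficient yeast strain.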
# * = called active by the depositor; · = not tested or not shown; & = joins results of further samples. No stated cut-off is given here; in the data, active means growth inhibition above about 70%; inactive means the rest.
SMILES,yeast bub3,mlh1 rad18,yeast cln2 rad14,yeast sgs1 mgt1,yeast mec2-1,rad50
COc1c2ccoc2cc2oc(=O)ccc12,22.4,20.4,14.3,12.8,-7.1,10.0
CCOC(=O)/C(Cl)=C(\OCC)C(=O)OCC,26.4,21.1,44.9,20.0,12.3,-6.4
CC1=NN(c2nc(N)nc(CCl)n2)CC1,11.5,-29.2,21.9,8.2,6.3,11.1
CCOC(=O)C1C(C(C)C)C2(C#N)C(=N)OC1(C)C2(C#N)C#N (stereo not drawn),39.5,42.5,30.2,49.8,52.2,44.8
O=C1C=C2CCC[C@H]3OC(=O)C[C@@]23CC1,-0.9,27.4,28.4,35.3,16.2,12.4
CN1C(=S)C(c2ccccc2)Sc2ccccc21 (stereo not drawn),48.6,56.1,40.5,48.1,17.2,47.0
COc1cc(C2C(=O)C(Cl)N2Nc2nc(C)cc(=O)[nH]2)cc(OC)c1OC (stereo not drawn),-12.2,-29.9,3.4,-4.2,-20.6,-1.1
O=C1Nc2ccccc2C1=NCCc1c[nH]c2ccccc12,5.8,20.4,22.8,16.5,-11.2,8.0
COC(=O)/C=C\c1ccc2c(c1)CC1(C2)Cc2ccc(/C=C/C(=O)OC)cc2C1 (stereo not drawn),16.8,4.2,29.8,-12.0,-18.0,-0.4
O=C(O)c1cc(N=Nc2ccccc2)ccc1O,·,-23.8,·,·,-12.7,-19.1

# Continued (three carried over from the part before).
SMILES,yeast bub3,mlh1 rad18,yeast cln2 rad14,yeast sgs1 mgt1,yeast mec2-1,rad50
O=C1Nc2ccccc2C1=NCCc1c[nH]c2ccccc12,5.8,20.4,22.8,16.5,-11.2,8.0
COC(=O)/C=C\c1ccc2c(c1)CC1(C2)Cc2ccc(/C=C/C(=O)OC)cc2C1 (stereo not drawn),16.8,4.2,29.8,-12.0,-18.0,-0.4
O=C(O)c1cc(N=Nc2ccccc2)ccc1O,·,-23.8,·,·,-12.7,-19.1
N#CNc1nc2ccccc2[nH]1,-7.5,8.9,-13.2,-41.6,-24.4,-8.7
Nc1c(OCCc2ccccc2)cccc1C(=O)O,-12.6,-2.1,-31.8,9.3,20.2,4.0
COC(=O)c1ccc(C(=O)OC)c2nc3cc([N+](=O)[O-])ccc3nc12,-2.1,26.2,4.2,13.6,9.5,21.5
CC(=O)C1=CCC2[C@H]3CC=C4C[C@H](O)CC[C@@]4(C)C3CC[C@@]12C (stereo partly drawn),58.6,37.7,17.9,49.8,55.2,21.2
CC1CS(=O)(=O)O1 (stereo not drawn),10.3,6.8,9.5,-18.6,-6.8,-4.5
NC1=NS(=O)(=O)Nc2nc(-c3ccc([N+](=O)[O-])o3)[nH]c21,-2.7,50.5,23.2,26.1,-8.6,50.5
COC(=O)C1(Cc2ccc3c(c2)CCC3)Cc2ccccc2C1=O (stereo not drawn),49.5,8.8,21.6,25.1,22.4,5.1
CCOc1ccc2c(c1)c(CC(=O)O)c(C)n2C,-32.9,-22.0,-30.1,-8.6,-10.8,-5.2
c1ccc2c[n+](CCCC[n+]3ccc4ccccc4c3)ccc2c1,41.8,44.8,12.4,22.4,17.1,46.5
CC1CCC2(OCCO2)[C@]2(C)CC(O)C(=O)C=C12 (stereo partly drawn),12.1,32.0,17.8,27.3,9.5,-4.0
OCC1CC=CCC1 (stereo not drawn),-27.1,11.6,16.0,-4.3,-22.1,2.4
Cc1ccc(NC(=S)N(CCC#N)Cc2ccccc2)cc1C,40.5,17.8,10.0,48.9,14.2,14.9
OCC1OC(n2cnc3c2CCCC3)C(O)C1O (stereo not drawn),20.7,18.9,25.8,21.5,15.9,27.1
O=[N+]([O-])c1ccc2ccccc2c1O,95.5*,98.5*,97.4*,95.7*,97.7*,96.7*
O/N=C(/Cc1ccccc1)c1ccccc1,5.2,17.8,-17.1,11.1,33.6,26.6
CS/C1=C(\c2ccc(C)cc2)N(c2ccccc2)C(=O)C(=O)N(c2ccccc2)/C(c2ccc(C)cc2)=C(/SC)SS1,8.0,12.5,3.0,2.9,-27.1,12.2
C/C(CC(O)(/C=N/O)c1ccccc1)=N/O (stereo not drawn),12.2,-12.2,10.9,-42.4,-69.6,-35.6
Cc1ccc(N)c(Br)c1,-12.9,41.3,-31.3,8.7,1.6,6.9
COC1CCC(C2=NC3CCCCC3SC2)CC1 (stereo not drawn),54.8,31.7,-10.6,21.5,18.8,13.6
O=C(O)Cc1cccc(O)c1,5.8,-0.1,35.1,-1.9,41.9,10.5
CCOC(=O)C12CCCC1(O)N(NC(=O)c1cccc(Cl)c1)C(C)=C2C(=O)OC (stereo not drawn),-1.2,-23.2,-5.3,-14.9,-5.5,-3.0
N#CCCN(CCC#N)c1ccc(CC2C(=O)N(c3cccc(S(=O)(=O)O)c3)N=C2C(=O)O)cc1 (stereo not drawn),-15.9,-32.1,6.7,-23.1,-26.8,-19.4
COc1ccc(/C=C\c2cc(OC)c(OC)c(OC)c2)cc1O,10.9&44.8,24.9&-2.6,13.6&14.6,31.9&14.9,-1.2&0.8,31.9&48.1
O=C(Cc1ccc2ccccc2n1)c1ccccc1,-5.5,-14.4,49.0,14.2,8.2,-0.1
CCC(c1ccc(O)cc1)C(CC)c1ccc(O)c(CN(C)C)c1 (stereo not drawn),36.5,65.3,42.6,74.2*,45.5,66.8
Clc1ccc(SC(Sc2ccc(Cl)cc2)c2ccccc2)cc1,-4.2,12.4,6.1,-1.4,4.3,13.2
C/C=C1\CN2CCc3c([nH]c4ccccc34)C2C=C1CCO (stereo not drawn),-41.1,-43.7,-13.2,-26.4,-34.4,-19.1
CN(C)c1ccc(C=NC23CC4CC(CC(C4)C2)C3)cc1,-4.4,-26.4,13.2,-9.8,-41.7,-40.4
O=c1cc([N+](=O)[O-])c2c([nH]1)CCC2,-6.2,-0.5,-27.8,12.8,1.3,-5.3
O=C(Nc1ccccc1Cl)Nc1ccccc1Br,6.8,-17.3,12.2,14.7,11.7,16.8
COc1ccc(NC(=O)Oc2c(C)cc(Cl)cc2[N+](=O)[O-])cc1,-25.6,-30.8,-38.4,-16.1,-43.3,-29.8
COc1ccc(Cl)cc1C(c1cc(Cl)ccc1OC)C(Cl)(Cl)Cl,-16.6,-13.4,-23.6,-9.1,-1.6,-7.3
CCOC(=O)C(NC(=O)c1cccc(Cl)c1)(N1CCN(c2cc3c(cc2F)c(=O)c(C(=O)O)cn3C2CC2)CC1)C(F)(F)F (stereo not drawn),9.2,-13.4,16.6,13.0,-7.0,15.3
CCc1cccc(CC)c1NC(N)=S,34.8,9.0,-35.1,32.6,22.4,10.3
CCS(=O)(=O)c1nc2ccccc2[nH]1,6.0,-2.9,-46.7,-3.0,-4.3,-3.4
COc1cc2c(cc1OC)C1Cc3cc(OC)c(OC)cc3C(C2)N1,27.7,7.3,14.5,7.5,-22.9,20.1
CCN=C(NCC)N(CC)CC,25.3,-11.8,-11.6,-12.8,-5.8,-20.4
C=CCC1[C@@H](C(C)(C)C(C(C)=O)C(=O)C(=O)OC)OC(C(C)(C)C)N1C(=O)OC (stereo partly drawn),18.4,29.0,42.5,43.6,39.4,30.3
CC1=CC(=O)C(c2ccccc2)CC1 (stereo not drawn),-0.8,-5.3,-32.7,14.8,-5.7,-0.2
Cc1ccc(S(=O)(=O)O)c(C)c1,-0.9,23.8,19.9,14.4,-4.3,19.3
CSC1=Nc2cc3c(cc2C(=O)N2C[C@H](O)CC12)OCO3 (stereo partly drawn),-10.8,-6.3,-34.2,-10.9,-25.5,-20.9
COc1ccc2nc3c(Cl)c(Cl)c(=O)c(Cl)c-3sc2c1,-3.3,-0.5,-2.9,-6.1,-10.0,2.2
Nc1ccc(N=Nc2ccc(S(=O)(=O)O)cc2)cc1,-10.7,-15.6,-129.8,-42.9,-64.2,-13.2
O=[N+]([O-])c1ccc(-c2nnc(C34CC5CC(CC(C5)C3)C4)o2)cc1,-11.2,-30.1,-5.9,-13.4,-1.2,-26.7
CCCCNCCO,-3.2,0.1,-17.4,-7.4,-4.2,-3.3
CCCC[S+](CCCC)CC(=O)c1ccc(-c2ccccc2)cc1,34.7,48.5,47.8,41.4,39.6,54.5
COc1ccc(/C=C/c2c([N+](=O)[O-])c(=O)n(C)c(=O)n2C)cc1,2.6,-10.2,16.1,-3.1,0.9,-14.7
N/C(CCSCCSCC/C(N)=N\O)=N\O,-7.7,-5.4,16.8,-19.4,-33.5,-11.5
COc1ccc(-c2cc(-c3ccc(Cl)cc3)n(C3OC(CO)C(O)C(O)C3O)c(=S)c2C#N)cc1 (stereo not drawn),-8.5,-15.7,-9.8,-6.7,-19.4,-3.1
CC(=O)OCC1OC(N2CCc3cc([N+](=O)[O-])ccc32)C(OC(C)=O)C(OC(C)=O)C1OC(C)=O (stereo not drawn),-3.2,-16.8,41.9,-9.2,-1.4,-15.4

# Entries shown so far that contain a furan ring, fused or not:
SMILES,yeast bub3,mlh1 rad18,yeast cln2 rad14,yeast sgs1 mgt1,yeast mec2-1,rad50
COc1c2ccoc2cc2oc(=O)ccc12,22.4,20.4,14.3,12.8,-7.1,10.0
NC1=NS(=O)(=O)Nc2nc(-c3ccc([N+](=O)[O-])o3)[nH]c21,-2.7,50.5,23.2,26.1,-8.6,50.5

# Returning to the listing, repeating the 3 entries before the break.
SMILES,yeast bub3,mlh1 rad18,yeast cln2 rad14,yeast sgs1 mgt1,yeast mec2-1,rad50
N/C(CCSCCSCC/C(N)=N\O)=N\O,-7.7,-5.4,16.8,-19.4,-33.5,-11.5
COc1ccc(-c2cc(-c3ccc(Cl)cc3)n(C3OC(CO)C(O)C(O)C3O)c(=S)c2C#N)cc1 (stereo not drawn),-8.5,-15.7,-9.8,-6.7,-19.4,-3.1
CC(=O)OCC1OC(N2CCc3cc([N+](=O)[O-])ccc32)C(OC(C)=O)C(OC(C)=O)C1OC(C)=O (stereo not drawn),-3.2,-16.8,41.9,-9.2,-1.4,-15.4
Cn1cnc2ncnc(NN)c21,-10.2,-26.3,-40.7,-1.7,-5.7,-5.2
CC(=O)Nc1cccc2[nH]c(=O)c3ccccc3c12,-16.9,4.5,-19.3,-5.8,-6.4,3.4
O=[N+]([O-])c1ccc(N=Nc2ccc(NNc3ccc([N+](=O)[O-])cn3)c3ccccc23)nc1,8.9,12.9,21.1,25.1,10.4,11.8
COCn1cnc2c(ccn2C2OC(CO)C(O)C2O)c1=O (stereo not drawn),4.0,4.5,-2.1,-8.9,0.0,-25.4
O=C1C=C(NCCCCC2CCCCC2)c2ccccc2C1=O,-9.3,-4.6,11.2,0.1,-3.2,11.8
O=C(c1ccco1)N(C(=S)N1CCN(c2ccccc2)CC1)C1CCCCC1,24.4,19.1,36.0,26.4,25.4,16.4
COc1cc(N=NN(C)C)c(C(C)c2c3cc(OC)c(OC)cc3cc[n+]2C)cc1OC (stereo not drawn),15.4,-1.4,15.6,13.8,-11.5,23.4
CN1C(=O)N(C2CCCCC2)C(=O)C(C)(CN2CCCCC2)C1=O (stereo not drawn),-5.2,12.2,17.6,12.2,14.1,12.7
CN(C)/N=N/c1nc2c(c(=O)n(C)c(=O)n2C)n1CC1CO1 (stereo not drawn),-1.4,36.0,-5.0,10.4,11.0,13.1
Cc1ccc(N2C(=O)CC3(CCCCC3)C2=O)cc1C,7.9,2.5,14.7,-11.7,1.4,0.8
Cc1cccc(-c2nc(-c3cnccn3)n(Cc3ccccc3)n2)c1,-51.1,-61.2,-39.6,-62.0,-46.9,-67.5
O=C(CN(Cc1ccccc1)Cc1ccccc1)N1CCc2c([nH]c3ccccc23)C1c1cccnc1 (stereo not drawn),87.5*,85.0*,88.3*,84.1*,86.5*,86.8*
CCOC(=O)/C(=C\N1C(=O)/C(=C\C(C)=C\c2ccccc2)SC1=S)C(=O)c1ccccc1,70.2*,77.0*,57.0,52.5,58.0,55.0
O=C(CC(=O)c1ccccc1)CC(Nc1ccccc1)c1ccccc1 (stereo not drawn),7.5,45.9,-8.5,46.1,10.0,58.0
Nc1nc2ncc(=O)[nH]c2c(=O)[nH]1,20.3,-8.4,-31.3,-8.6,-4.2,-35.1
S=C(Cc1cc(Cl)ccc1Cl)N1CCOCC1,15.6,17.1,-16.4,9.0,-4.5,7.9
CC(=O)Nc1ccc(Cc2cc([N+](=O)[O-])cc([N+](=O)[O-])c2)cc1,24.9,-18.6,-50.9,2.8,-14.6,-0.1
COC(=O)C(=O)C(C(=O)C(=O)Nc1cc([N+](=O)[O-])ccc1C#N)c1nc2ccccc2[nH]c1=O (stereo not drawn),16.6,13.7,7.6,0.1,-0.5,16.4
O=C1c2ccccc2-c2nnc(-c3ccc([N+](=O)[O-])cc3)cc21,-24.9,-50.2,-45.2,-54.7,-19.9,-53.5
CCC(C)C(C)C(C)O (stereo not drawn),-10.2,7.5,26.1,8.7,-6.3,-15.1

# Compound activity deposited in PubChem by NCI.
